Screening results: PubChem, several laboratories
zfTRPN1 agonist = zebrafish TRPN1 channel agonists, primary screen, cell-based, HEK293, calcium fluorescence; HEK293 zebrafish TRPN1-YFP, Fluo-8 calcium fluorescence; 100% = response to 87 µM carbachol; actives 0.18% (n = 220,000); AID 1424, 2008; activation, % at 3 µM; transient receptor potential cation channel N1 (TRPN1/NompC), Danio rerio;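 active means activation above its plate's cutoff, the mean activation of test wells on that plate plus 3 SD, cut at about 19% in these data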;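 further: 0% = DMSO alone and 100% = 87 µM carbachol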
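Material: zebrafish TRPN1-YFP in HEK293 cells; Doses: single test compound dose, 3 µM nominal, 0.3% DMSO; Timing: dye loading 1 h at 37 °C, then 30 min room temperature; Technique: intracellular calcium fluorescence with Fluo-8; Benchmarks: high carbachol 87 µM, low DMSO alone.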
PPC-1+TRAIL kill = compounds killing PPC-1 cancer cells with TRAIL present, primary screen, TRAIL potentiator project, ATPLite luminescence, uHTS; PPC-1 cells + TRAIL, ATPLite viability luminescence; actives 0.41% (n = 220,000); cell killing (% activity), % at 4 µM;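 active means cell killing above 50% in the first pass at 4 µM, then a duplicate retest at 5 µM averaging 50% or more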;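 further: plate controls were cells with TRAIL plus DMSO for no effect and medium-only wells lacking cells for full effect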
EP2 modulator = EP2 receptor modulators, cAMP readout, primary screen, cell-based, HTRF cAMP, PGE2 stimulation; induction, % at 25 µM; EP2-expressing cells, cAMP HTRF FRET, PGE2 co-stimulation; actives 0.83% (n = 260,000); AID 940, 2007; Prostaglandin E2 receptor EP2 subtype (Homo sapiens), P43116;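 active means compounds whose cAMP rise, as percent of the full-agonist control response, exceeds 60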;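 further: rat C6 glioma line stably carrying human EP2 under a CMV promoter; the protocol text gives 20 µM as final concentration; 100% = response of wells given 1 µM PGE2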
PGE2 EP2 inh = human EP2 receptor antagonists, primary screen, TR-FRET cAMP, C6 glioma cells. Prostaglandin E2 receptor EP2 subtype (Homo sapiens), P43116. actives 0.52% (n = 260,000). inhibition, % at 25 µM. AID 1422, 2008. C6 glioma cells expressing human EP2; cells stimulated with saturating PGE2;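 active means percent inhibition above 40 after rounding to a whole number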;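 further: rat C6 glioma host cells with rolipram phosphodiesterase inhibitor present; the protocol text gives 20 µM as final concentration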
CHOP inh = inhibitors of CHOP promoter induction, primary screen, cell-based, unfolded protein response, luciferase reporter. actives 3.8% (n = 220,000). inhibition, % at 10 µM. CHO-K1 CHOP-promoter luciferase, tunicamycin-induced, 15-18 h. AID 2732, 2010;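 active means compounds that reduced the stress-induced luciferase reporter signal by more than about 70% of percent inhibition, limit read from the data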;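 further: 0% = tunicamycin plus vehicle and 100% = wells without tunicamycin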
NPY-Y1 PAM-ag = NPY-Y1 receptor potentiators or agonists, primary screen, cell-based | actives 0.37% (n = 220,000) | AID 1304, 2008 | Neuropeptide Y receptor type 1 (Homo sapiens), P25929 | NPY-Y1 expressing cells, potentiator/agonist activation | activation, % at 3.6 µM; in the data active means activation above about 33%, passing the limit was not always enough;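 further: cells stimulated with NPY at EC10 then isoproterenol at EC100; 0% = low agonist plus stimulus and 100% = saturating agonist plus stimulus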
TRPML3 ag = human TRPML3 channel agonists, primary screen, cell-based, HEK293 TRPML3-YFP, Fluo-8 calcium fluorescence, 3 µM. Mucolipin-3 (Homo sapiens), Q8TDD5. 100% = the carbachol control signal. activation, % at 3 µM. actives 0.29% (n = 220,000). AID 1448, 2008;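 active means activation above its plate's cutoff, the mean activation of the plate's test wells plus 3 SD, cut at about 12% in these data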;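 further: 0% = DMSO only wells and 100% = carbachol wells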
Target sequence (Q8TDD5 whole entry, looked up): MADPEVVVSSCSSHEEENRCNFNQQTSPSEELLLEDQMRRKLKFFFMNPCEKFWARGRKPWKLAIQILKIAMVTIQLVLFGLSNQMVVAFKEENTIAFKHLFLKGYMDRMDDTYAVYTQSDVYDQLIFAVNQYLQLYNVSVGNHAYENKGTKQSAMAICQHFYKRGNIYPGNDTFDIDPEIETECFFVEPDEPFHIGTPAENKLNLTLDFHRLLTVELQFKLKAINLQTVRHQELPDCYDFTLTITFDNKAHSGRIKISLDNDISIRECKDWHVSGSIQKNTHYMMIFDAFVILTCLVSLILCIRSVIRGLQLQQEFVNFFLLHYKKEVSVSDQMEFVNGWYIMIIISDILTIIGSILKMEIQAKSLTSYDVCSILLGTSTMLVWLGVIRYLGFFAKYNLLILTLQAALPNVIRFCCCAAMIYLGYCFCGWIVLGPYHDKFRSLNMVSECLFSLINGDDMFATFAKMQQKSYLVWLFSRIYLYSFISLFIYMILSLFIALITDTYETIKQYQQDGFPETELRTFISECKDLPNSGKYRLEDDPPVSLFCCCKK
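Material: HEK293 cells stably carrying human TRPML3-YFP; compound dosing: single dose, 3 µM final nominal compound, 0.3% DMSO final; incubation: 1-h 37 °C dye load, 5-s basal, 120-s post-compound reads; technique: Fluo-8 intracellular calcium fluorescence, excitation 470-495 nm, emission 515-575 nm; read-out basis: percent activation from peak-to-basal fluorescence ratio, scaled between DMSO and carbachol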
NPY Y1 blocker = NPY-Y1 receptor antagonists, primary screen, cell-based; HEK293-CNG Y1 cells, membrane potential fluorescence; NPY at EC95, then isoproterenol; inhibition, % at 3.6 µM; actives 1% (n = 200,000); AID 1040, 2008;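 active means inhibition above the campaign mean inhibition of all tested compounds plus 3 SD, cut at about 20% in these data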;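 further: 0% = DMSO wells given NPY plus isoproterenol and 100% = isoproterenol alone without NPY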
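Test system: HEK293 cells co-expressing NPY Y1 receptor and cyclic-nucleotide gated channel; Also added: NPY (25 nM), isoproterenol (1 µM), Ro 20-1724 (25 µM); Compound dosing: one concentration, 3.6 µM, in 0.4% DMSO; Timing: dye 3 h, compound 60 min room temperature, stimulation 45 min; Technique: Membrane-potential fluorescent dye readout.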
14-3-3 Bad PPI = inhibitors of 14-3-3 zeta/Bad binding, primary screen, biochemical, TR-FRET, bovine 14-3-3 zeta. 14-3-3 protein zeta/delta (Bos taurus), P63103. TR-FRET 14-3-3zeta/Dy647-pBad peptide displacement, 1 h. inhibition, % at 21.7 µM. actives 0.71% (n = 220,000). AID 781, 2007;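 active means inhibition above about 70%, limit read from the data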;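 further: 0% = full 14-3-3 plus peptide FRET controls and 100% = background without 14-3-3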
Target sequence (P63103 whole entry, looked up): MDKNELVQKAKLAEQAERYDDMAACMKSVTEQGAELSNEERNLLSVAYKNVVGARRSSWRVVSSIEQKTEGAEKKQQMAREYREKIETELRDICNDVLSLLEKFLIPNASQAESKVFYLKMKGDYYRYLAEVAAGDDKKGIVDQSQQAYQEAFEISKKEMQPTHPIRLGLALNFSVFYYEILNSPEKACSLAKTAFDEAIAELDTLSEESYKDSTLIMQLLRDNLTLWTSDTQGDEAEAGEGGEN
* = called active by the depositor; x = not tested or not shown; [ ] = dose if it differs, or a comment. The list is partial; rates above refer to the full screens.

Molecule,zfTRPN1 agonist,PPC-1+TRAIL kill,EP2 modulator,PGE2 EP2 inh,CHOP inh,NPY-Y1 PAM-ag,TRPML3 ag,NPY Y1 blocker,14-3-3 Bad PPI
COc1cc2c(cc1OC)C(c1cccs1)CC(=O)N2 (configuration not stated),0.9,6,4,0,11,-5,0.1,-4,-12[fluorescence artefact?]
CCCc1cc(=O)[nH]c(SCC(=O)c2c(N)n(C)c(=O)n(C)c2=O)n1,0.5,16,7,8,37,-8,1.6,3,-7
Cc1ncoc1C(=O)Nc1cccc(Cl)c1C,-1.9,11,-10,10,31,-3,0.0,1,-8
Cc1nn(C)c(Oc2ccccc2)c1[N+](=O)[O-],-0.1,4,25,2,24,11,0.0,4,9
Cc1cc(O)c(C(=O)/C=C/c2cccc([N+](=O)[O-])c2)c(=O)o1,0.4,15,-16,7,50,4,0.9,x,-7
O=S(=O)(Nc1cccnc1)c1ccc(Cl)c(C(F)(F)F)c1,1.2,27,4,3,18,14,0.6,1,-1[fluorescence artefact?]
Cc1ccc(CNC(=O)CCCNS(=O)(=O)c2cccc3nonc23)cc1,-0.9,22,15,9,64,7,0.7,1,-11
Cc1ccc(N=C2NC(=O)/C(=C\c3ccc(C)s3)S2)cc1,0.9,7,-13,10,56,-6,-0.4,2,-7
Cn1c(=O)c(C(=S)NC(=O)C2CC2)c(N)n(Cc2ccccc2)c1=O,1.1,13,42,9,3,3,0.2,4,-1
Cc1c(C(=O)O)sc2nc(SCC(=O)Nc3ccc(S(=O)(=O)NC(C)(C)C)cc3)[nH]c(=O)c12,1.3,34,29,10,8,1,0.8,-3,-7
COC(=O)c1cn(CC(=O)NC2CCCCCC2)c2ccccc12,-0.1,8,-2,10,6,4,0.3,-2,9
CC(C)(C)c1ccc(OCc2ccc(C(=O)N/N=C3\CC4CC=CC34)cc2)cc1 (configuration not stated),1.0,23,-11,6,49,-16,1.0,1,8
Nc1nc(-c2ccccc2)c(C(=O)Nc2ccccc2)s1,-0.8,-11,-10,13,-5,-1,0.9,1,-10
Cc1ccc(-n2[nH]c(C)c(C=Nc3ccc4[nH]c(=O)[nH]c4c3)c2=O)cc1,-0.5,24,-5,8,103*,-13,0.2,1,22
Cn1cnc([N+](=O)[O-])c1N=C(N)N,3.3,0,5,6,-2,12,0.4,x,-5
CC(C)CCNC1=CC(=O)CC(c2ccccc2)C1 (configuration not stated),-0.8,20,-25,11,5,19,0.7,7,-25
Cc1nc(/C(N)=N/OC(=O)Cc2ccccc2)no1,3.4,-6,21,0,2,18,0.1,-6,-7
COc1ccc2cc(C(=O)Nc3ccc(S(N)(=O)=O)cc3)sc(=O)c2c1OC,1.8,6,-19,11,-5,0,0.6,3,-3
COc1ccc(OCCNS(=O)(=O)Cc2ccccc2)cc1,-1.1,17,3,5,-23,3,0.3,1,-2
Cc1ccc(C)c(C(=O)Nc2c(C(N)=O)oc3ccccc23)c1,1.0,16,-20,13,34,-10,0.3,-1,3
CC(C)CCC(CCN1CCOCC1)c1ccc2c(c1)OCO2 (configuration not stated),0.2,-2,35,4,21,8,0.7,4,27
O=C(c1c[nH]c2ccc(S(=O)(=O)N3CCC4(CC3)OCCO4)cc2c1=O)N1CCOCC1,1.8,-10,8,0,13,1,0.5,1,-4
Cc1ccc(Cn2cccc2/C=N/NC(=S)Nc2ccc(C)cc2)cc1,-0.2,-14,31,15,-7,-16,0.6,-4,-6
O=C(CNC(=O)c1ccc2c(c1)OCCO2)N/N=C/c1cccc(Br)c1,-1.1,10,-59,10,26,-39,0.9,9,6
Cc1ccc(-n2ccnc2SCC(=O)N(CC(C)C)C2CCS(=O)(=O)C2)c(C)c1 (configuration not stated),0.3,-2,-10,14,17,22,0.0,1,6
O=C(c1ccc(Br)cc1)c1sc(N2CCOCC2)nc1-c1ccccc1,0.7,-4,34,7,34,-8,0.8,-2,-14
O=C(NCCCNCCCNC(=O)c1ccc(/C=N/O)nc1)c1ccc(/C=N/O)nc1,0.5,3,10,12,3,1,0.2,x,-5
COc1ccc(OC)c(/C=C/C(=O)OCC(=O)Nc2ccc3c(c2)OCCO3)c1,0.4,9,-2,6,0,6,1.0,9,5
COc1ccc(CCNC(=O)C2CCCN2S(=O)(=O)c2ccc(F)cc2)cc1OC (configuration not stated),-0.8,1,5,9,-5,2,-0.2,2,8
Cc1nn(C(C)(C)C)c(OC(=O)c2cccs2)c1S(=O)(=O)c1ccccc1,-1.1,-3,56,3,1,6,0.2,-6,0
COc1ccc(OC)c(-c2cc(C(=O)NCCN3CCOCC3)no2)c1,-0.7,-3,-4,6,44,-11,0.3,-2,5
CCC(C(=O)OCC(=O)Nc1ccc(C(N)=O)cc1)c1ccccc1 (configuration not stated),5.2,-7,-28,-2,24,-1,1.9,-1,-8
CCN(CC(=O)NC(C)(C)C)Cc1nc2c(Br)cc(Br)cc2c(=O)[nH]1,1.5,3,33,13,-10,-4,1.4,x,-9
O=C(CCC(=O)c1ccccc1)NCCc1c[nH]c2ccccc12,1.5,13,-38,11,11,3,0.0,0,-11
Cc1cc(C)cc(-n2nnc(C(=O)NCc3ccccc3Cl)c2N)c1,-0.6,12,-4,5,42,-9,0.8,-1,11
COc1nc(N)nc(NC23CC4CC(CC(C4)C2)C3)n1,0.4,26,11,12,32,-4,-0.7,0,-7
COc1ccc(OC)c(-n2c(-c3cc(-c4ccc(F)cc4)n[nH]3)n[nH]c2=S)c1,0.3,9,18,5,4,-23,-0.6,1,-5[fluorescence artefact?]
CC1=NNC(=O)C1CCC(=O)N/N=C/c1c(Cl)cccc1Cl (configuration not stated),1.4,11,9,8,7,5,0.8,0,-11
CC(C)OCCCNC(=O)NC12CC3CC(CC(C3)C1)C2,-0.6,-4,7,10,-17,6,0.8,-3,-10
COCCNC(=O)c1ccc(-c2csc(C)n2)cc1,1.2,33,-3,2,-28,6,0.0,3,-26
CC(C)NC(=O)CSCc1cccc(Br)c1,-0.2,-17,4,-2,16,9,-0.8,1,-13[fluorescence artefact?]
CCC/C=N/NC(=O)c1cccc(Br)c1,1.2,25,-46,7,4,-4,0.4,-1,-6
Cc1ccc(NC(=O)CN2C(=O)C3CC=CCC3C2=O)cc1S(=O)(=O)N1CCOCC1 (configuration not stated),1.1,28,-24,9,-1,17,0.1,-4,0
O=C(CN1C(=O)COc2ccccc21)NCCN1CCC(Cc2ccccc2)CC1,0.0,-1,-1,2,23,-11,1.6,6,10
CC(=O)Nc1ccc(S(=O)(=O)NC(CC(=O)NC2CCCCC2C)C(C)C)cc1 (configuration not stated),0.9,-9,13,13,-4,-4,0.3,1,1
CC(OC(=O)c1ccccc1Nc1ccc(SC(F)F)cc1)C(N)=O (configuration not stated),-0.8,7,-32,6,59,-15,0.3,-8,36
CCN(CC)CCN1C(=O)c2oc3ccccc3c(=O)c2C1c1cccc(Br)c1 (configuration not stated),-0.7,22,4,14,40,4,-0.1,-2,1
Cn1c(=O)[nH]c(=O)c2c1nc(Br)n2CCSc1nnnn1-c1ccccc1,0.2,x,-36,11,-12,17,0.6,1,2
Cc1cccc(C)c1NC(=O)N1CCCCCCC1,-0.8,2,4,6,-3,19,0.9,-1,-8
CCN(CCn1cccn1)C(=O)CC1C(=O)NCCN1Cc1ccc(OC)c(OC)c1 (configuration not stated),2.4,x,2,4,1,-13,0.7,6,-4

(further entries)
Molecule,zfTRPN1 agonist,PPC-1+TRAIL kill,EP2 modulator,PGE2 EP2 inh,CHOP inh,NPY-Y1 PAM-ag,TRPML3 ag,NPY Y1 blocker,14-3-3 Bad PPI
O=C(Oc1ccc(NC2=C(Cl)C(=O)c3ccccc3C2=O)cc1)c1ccc([N+](=O)[O-])cc1,0.7,6,-66,14,-114,5,0.5,5,25
Cc1ccccc1NC(=O)CC1SC(=NC2CCCCC2)NC1=O (configuration not stated),0.6,17,15,8,-11,10,0.0,6,-13[fluorescence artefact?]
COc1ccc(-n2ncc3c(NC(C)C)ncnc32)cc1,1.7,47,-15,9,-3,-21,-0.1,-7,20
O=C(CSc1ccc2nnc(-c3ccccc3)n2n1)NCc1ccc2c(c1)OCO2,-0.1,16,-18,x,-34,5,0.5,1,6
